Source: PubChem BioAssay
A549 viability: Nrf2 qHTS screen for inhibitors: counterscreen for cytotoxicity. A549 ARE-Fluc cells, CellTiter-Fluor viability, 18-24 h. Potency, µM (doses to about 46 µM), for the others: top-dose activity change, negative = cytotoxicity, actives largely listed as inhibitors. 390,000 tested, 0.16% active. AID 504648, 2011; further: potency means the concentration at half of the fitted maximal effect; on the % scale 0 is the no-effect control and ±100 the full control effect
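A549 ARE_Fluc cells in 5% FBS OPTI-MEM were exposed to compounds in concentration-response for 18-24 h at 37 deg C. Viability was read by CellTiter-Fluor fluorescence (Ex 405/Em 525) after 30 min, before the luciferase read.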
IL2 activator: qHTS of IL-2 Activators; 360,000 tested, 0.065% active; IL-2 activation reporter assay, cell-based qHTS; stimulated with anti-CD3/CD4/CD28 beads; in transgenic mouse T cells; activation, % (series mostly up to about 46 µM); AID 652025, 2013; in the data active means activation above about 50%; inconclusive means mostly about 30% to 49%; further: 0% is about no effect
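First, unstimulated transgenic mouse T cells were exposed to compound for 60 min. Next, anti-CD3/anti-CD4-coated beads with anti-CD28 were added. Finally, after 18 h at 37 degrees C, EGFP and DsRed were imaged.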
Nrf2 activator: qHTS of Nrf2 Activators. AREc32 ARE-luciferase reporter (MCF7-derived line), luminescence, 24 h. Potency, µM (series often up to 46.1 µM), for inactives: top-dose activation, most hits filed as activators. 410,000 tested, 0.31% active; further: potency means the concentration at half of the fitted maximal effect; % of control where 0% means no effect; nearly all actives have a fitted effect of over 65% in size
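AREc32 cells carrying an ARE-driven firefly luciferase reporter were seeded at 1000 cells/well in OPTI-MEM with 5% FBS, then exposed to compound for 24 hr at 37 deg C. Luminescence was read with Steady-Glo after 30 min at RT.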
HepG2 viability: qHTS for Inhibitors of TGF-b: Cytotox Counterscreen. HepG2 CAGA-GFP viability, ATP luminescence, 18 h. Potency, µM (highest dose often 46.1 µM), for the others: top-dose activity change, negative = cytotoxicity, actives largely listed as cytotoxic. 410,000 tested, 0.76% active; further: potency means the concentration at half of the fitted maximal effect; some results filed as inactive show a strong effect at the top dose
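HepG2 CAGA-GFP cells (1000/well, DMEM with 1% FBS) received compound, then TGF-beta at 500 pg/mL final, and were incubated 18 hours at 37 degrees C. Viability was read by CellTiter-Glo luminescence. Media-only wells were set as complete cell-killing and DMSO as no toxicity.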
EPAC2 agonist: qHTS for Agonist of cAMP-regulated guanine nucleotide exchange factor 4 (EPAC2): primary screen; Rap guanine nucleotide exchange factor 4 (Homo sapiens), Q8WZA2; EPAC2 activation, biochemical qHTS; response scale: 100% = 6.5 mM cAMP response; Potency, µM (top dose mostly 154 µM), inactives show at the top dose activation, usual class: activators; 360,000 tested, 0.079% active; AID 720711, 2013; further: potency means the concentration at half of the fitted maximal effect; nearly all actives have a fitted effect of over 50% in size
Target sequence (Q8WZA2 whole entry, looked up): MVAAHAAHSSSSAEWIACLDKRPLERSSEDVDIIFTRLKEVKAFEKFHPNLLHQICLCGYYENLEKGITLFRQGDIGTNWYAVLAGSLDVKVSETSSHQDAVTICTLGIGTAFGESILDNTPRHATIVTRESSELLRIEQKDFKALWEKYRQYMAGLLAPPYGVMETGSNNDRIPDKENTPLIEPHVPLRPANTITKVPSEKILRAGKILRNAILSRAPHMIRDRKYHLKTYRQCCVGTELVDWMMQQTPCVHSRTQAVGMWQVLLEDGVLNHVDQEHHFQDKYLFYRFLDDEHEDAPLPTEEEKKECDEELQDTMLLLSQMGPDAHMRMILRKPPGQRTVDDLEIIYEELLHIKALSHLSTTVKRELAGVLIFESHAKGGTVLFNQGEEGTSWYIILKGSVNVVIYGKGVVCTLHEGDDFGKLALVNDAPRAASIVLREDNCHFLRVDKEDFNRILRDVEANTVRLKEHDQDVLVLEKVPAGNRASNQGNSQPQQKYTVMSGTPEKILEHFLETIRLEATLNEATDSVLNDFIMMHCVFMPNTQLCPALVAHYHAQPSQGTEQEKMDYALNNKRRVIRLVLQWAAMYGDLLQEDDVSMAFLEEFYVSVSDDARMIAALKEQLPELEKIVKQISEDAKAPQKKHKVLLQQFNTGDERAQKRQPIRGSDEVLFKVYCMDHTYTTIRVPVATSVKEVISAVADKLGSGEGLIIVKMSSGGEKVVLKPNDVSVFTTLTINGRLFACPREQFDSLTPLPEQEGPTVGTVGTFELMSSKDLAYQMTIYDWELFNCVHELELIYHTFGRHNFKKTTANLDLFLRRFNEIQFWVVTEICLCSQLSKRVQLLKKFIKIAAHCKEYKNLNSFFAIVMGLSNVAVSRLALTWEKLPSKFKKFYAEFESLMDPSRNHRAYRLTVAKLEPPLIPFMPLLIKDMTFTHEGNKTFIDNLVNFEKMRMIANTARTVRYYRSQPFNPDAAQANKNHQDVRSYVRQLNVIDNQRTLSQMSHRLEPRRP
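EPAC2 (100 nM) mixed with Rap1B loaded with BODIPY-GDP (250 nM) plus 50 uM unlabeled GDP; compounds pinned in, 5 min RT, then read every 5 min for 30 min (ex 480, em 540 nm). Normalized to cAMP control.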
TGFb SMAD3 inh: qHTS for Inhibitors of TGF-b. AID 588855, 2011. 410,000 tested, 1.2% active. Potency, µM (series often up to 46.1 µM), for the others: at the highest dose activity, negative = inhibition, actives largely listed as inhibitors. HepG2 CAGA-GFP TGF-b/SMAD3 reporter, GFP fluorescence, 18 h; TGF-beta stimulated, 500 pg/mL final; further: potency means the concentration at half of the fitted maximal effect; on the % scale 0 is the no-effect control and ±100 the full control effect; nearly all actives have a fitted effect of over 65% in size
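Read-out: total well GFP (ex488/em500-530) summed from mean per-cell fluorescence. Cells: HEPG2 CAGA-GFP, 1% FBS DMEM, 18 h at 37 degrees C with 500 pg/mL final TGF-beta. Unstimulated wells served as the full-inhibition control; stimulated DMSO wells = 0%.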
Nrf2 inh: Nrf2 qHTS screen for inhibitors. 360,000 tested, 2.1% active. Potency, µM (highest dose often 46 µM), inactives show at the top dose activity change, negative = inhibition, hits mostly inhibitors. A549 ARE-Fluc reporter, luciferase luminescence, 18-24 h. AID 504444, 2011; further: potency means the concentration at half of the fitted maximal effect; on the % scale 0 is the no-effect control and ±100 the full control effect; nearly all actives have a fitted effect of over 60% in size
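Quantitative HTS in A549 cells stably bearing an antioxidant response element-firefly luciferase construct. Inhibition of Nrf2-driven transcription was scored by luminescence after 18-24 h of compound exposure at 37 °C.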
S2 tox: Viability Counterscreen for Primary qHTS for Inhibitors of ATXN expression | S2 cells (HEK-293 line with an ATXN2-luciferase reporter) viability, CellTiter-Fluor protease fluorescence, 24 h | Potency, µM (series often up to 56.7 µM), actives largely listed as cytotoxic | 400,000 tested, 0.49% active; further: potency means the concentration at half of the fitted maximal effect; nearly all actives have a fitted effect of over 40% in size
ATXN2 expr inh: Primary qHTS for Inhibitors of ATXN expression | HEK-293 ATXN2-luciferase reporter, luminescence, 24 h | Potency, µM (series often up to 57 µM), inactives show at the top dose activity change, negative = inhibition, actives largely listed as inhibitors | 360,000 tested, 0.72% active; further: potency means the concentration at half of the fitted maximal effect; on the % scale 0 is the no-effect control and ±100 the full control effect; nearly all actives have a fitted effect of over 55% in size
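qHTS (up to 57 uM final) was run with 24 h compound exposure of reporter cells at 37 °C. Each well was multiplexed: SteadyGlo luminescence measured ATXN2-luciferase expression after a fluorogenic Gly-Phe-AFC viability readout (25 uM final).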
* hit, by the source's call; i = inactive; ? = inconclusive; / = no result given; [ ] = another dose, or the depositor's remark. Unless noted, the call rests on the fitted dose curve; in most records, active means well fitted curve in the direction sought with a large enough effect; inconclusive means small, poorly fitted or top-dose-only effect, or another doubt; inactive means no such curve, though single readings can be large; an effect the other way counts as inactive or inconclusive.

cpd	SMILES	A549 viability	IL2 activator	Nrf2 activator	HepG2 viability	EPAC2 agonist
1	Nc1ccccc1C(=O)NC12CC3CC(CC(C3)C1)C2	8%	-0.3	4.1%	-26%	7%
2	O=C(NC1CCN(Cc2ccccc2)CC1)c1ccc2c(c1)OCCCO2	0%	0.3	0.7%	7%	2%
3	COc1ccc(-c2c(C)nn3c4c(cnc23)C(=O)CC(c2ccc(C)cc2)C4)cc1 (configuration not stated)	14%	/	-0.6%	-8%	/
4	O=C(CSc1ncnc2ccccc12)Nc1ccc2c(c1)OCCO2	-7%	-4.9	19%	-21%	-3%
5	CCN(CC(=O)Nc1ccc2c(c1)OCCO2)C(=O)/C=C/c1ccc(OC)c(OC)c1	-24%	-2.0	0.1%	-4%	8%
6	O=C(COc1ccc(Cl)cc1Cl)NNC(=O)c1cccnc1	-1%	0.0	4.6%	-21%	8%
7	Cc1ccccc1[C@@]1(C)ON(c2ccccc2C(F)(F)F)C1=O	-1%	-2.4	0.1%	1%	4%
8	C[C@@H]1NC(=O)[C@H](CCC(=O)O)NC(=O)c2cc([N+](=O)[O-])cc(F)c2NCCC[C@@H](C(N)=O)NC1=O	?	2.1	-1.2%	7%	10%

cpd	TGFb SMAD3 inh	Nrf2 inh	S2 tox	ATXN2 expr inh
1	0%	1%	?	/
2	8%	-25%	i	/
3	5%	21%	i	-9%
4	-11%	-21%	i	80%[activator]
5	5%	-15%	i	3%
6	-18%	?	i	19%
7	?	10%	?	?
8	-4%	-4%	?	5%

cpd	SMILES	A549 viability	IL2 activator	Nrf2 activator	HepG2 viability	EPAC2 agonist
9	COc1ccccc1CNC(=O)[C@@H]1CCCN1C(=O)[C@@H]1Cc2ccccc2CN1C(=O)OC(C)(C)C	-4%	-2.4	-0.7%	-2%	-8%
10	Cc1ccc(C(=O)Nc2ccccc2C(=O)N2CCOCC2)cc1[N+](=O)[O-]	-2%	1.8	-0.2%	-3%	-6%
11	Cc1nc2ccccc2nc1OCC(=O)N1CCN(c2ccccc2)CC1	-13%	-1.1	0.0%	-5%	6%
12	CCOC(=O)C1C(C(=O)OCC)C1(c1ccccc1)c1ccccc1 (configuration not stated)	3%	-0.1	-0.8%	-20%	3%
13	Cc1cc(C(=O)COc2ccc([N+](=O)[O-])cc2)c(C)n1C1CC1	-5%	-3.0	3.5%	-14%	0%
14	CCC(NC(=O)Nc1ncccc1C)(C(F)(F)F)C(F)(F)F	-8%	0.1	1.8%	2%	?
15	CC1(CSc2ccccc2)CC(=O)N1 (configuration not stated)	/	-1.4	0.0%	-12%	5%
16	CCC(C(=O)N1CCN(c2ncccn2)CC1)c1ccccc1 (configuration not stated)	-1%	-2.6	-0.1%	6%	-3%

cpd	TGFb SMAD3 inh	Nrf2 inh	S2 tox	ATXN2 expr inh
9	?	11%	i	-10%
10	-11%	5%	i	11%
11	8%	-3%	i	-2%
12	-1%	-6%	i	-27%
13	-26%	-3%	i	-8%
14	12%	-6%	?	6%
15	0%	/	i	/
16	9%	-6%	i	-10%

cpd	SMILES	A549 viability	IL2 activator	Nrf2 activator	HepG2 viability	EPAC2 agonist
17	CSc1ccccc1NC(=O)CN(C)C(=O)C(C)SCc1nc2sc(C)c(C)c2c(=O)[nH]1 (configuration not stated)	-11%	-0.6	0.5%	-34%	1%
18	CCOc1ccc(-c2nnc(SCC(=O)NCc3ccccc3Cl)o2)cc1	4%	/	-1.2%	6%	/
19	Fc1ccc(-c2nc3n(n2)Cc2ccccc2-3)cc1	0%	-1.2	3.7%	8.9µM*	11%
20	O=C(CSc1ccccn1)Nc1nncs1	5%	-1.6	5.6%	-25%	9%
21	O=C(Nc1ccc(F)cc1Cl)n1ncc2cc(Cl)ccc21	0%	/	7.5%	-41%	/
22	Cc1occc1C(=O)Nc1cccc([N+](=O)[O-])c1	8%	0.4	19%	-2%	2%
23	CN(C)c1nc(N)nc(CSc2nnnn2-c2ccc(C(=O)O)cc2)n1	-1%	-3.5	0.0%	7%	5%
24	CCc1cccc(CC)c1NC(=O)/C(C#N)=C/c1ccccc1C(F)(F)F	?	-0.4	20%	-95%	-15%

cpd	TGFb SMAD3 inh	Nrf2 inh	S2 tox	ATXN2 expr inh
17	-24%	?	i	/
18	5%	?	i	-5%
19	?	/	i	52%[activator]
20	-9%	9%	i	11%
21	?	-6%	i	-2%
22	15%	2%	i	3%
23	2%	/	i	11%
24	13µM*	?	/	?

cpd	SMILES	A549 viability	IL2 activator	Nrf2 activator	HepG2 viability	EPAC2 agonist
25	COCCOc1ccc(C(F)(F)F)cc1NC(=O)c1ccc(C(F)(F)F)cc1	11%	-0.3	?	-7%	-4%
26	COc1ccc(Cn2c(=O)c3ccccc3n3c(-c4cccc(OC)c4OC)nnc23)cc1	11%	/	-1.9%	-17%	/
27	COC(=O)[C@@]1(Cc2ccccc2)[C@H]2C(=O)N(Cc3ccccc3)C(=O)[C@H]2[C@H]2CN=C(SC)N21	6%	0.2	-0.2%	-76%	10%
28	O=C(NNC(=O)c1cccnc1)Nc1cccc(Cl)c1Cl	0%	-2.0	0.4%	0%	12%
29	CC(C)c1ccc(/C=C2\C(=O)N(CCN3CCOCC3)C(=S)N2C)cc1	6%	-0.1	0.5%	-12%	10%
30	O=C(CCCNS(=O)(=O)c1cccs1)N1CCN(c2ccc(F)cc2)CC1	18%	-2.7	-0.8%	-16%	3%
31	N#Cc1ccccc1S(=O)(=O)N1CCN(c2cnccn2)CC1	3%	-0.4	-0.6%	-13%	9%
32	NC(=S)N/N=C/c1coc2ccc(Cl)cc2c1=O	-1%	-0.8	-0.2%	3%	6%

cpd	TGFb SMAD3 inh	Nrf2 inh	S2 tox	ATXN2 expr inh
25	-3%	8%	i	-7%
26	2%	21%	i	-4%
27	4%	-3%	i	-1%
28	2%	1%	i	-4%
29	-2%	-8%	i	-6%
30	0%	-20%	?	-10%
31	0%	0%	i	-5%
32	11%	1%	?	-10%

Some entries already given, showing only ATXN2 expr inh and IL2 activator:
nr | smiles | ATXN2 expr inh | IL2 activator
25 | COCCOc1ccc(C(F)(F)F)cc1NC(=O)c1ccc(C(F)(F)F)cc1 | -7% | -0.3
26 | COc1ccc(Cn2c(=O)c3ccccc3n3c(-c4cccc(OC)c4OC)nnc23)cc1 | -4% | /
27 | COC(=O)[C@@]1(Cc2ccccc2)[C@H]2C(=O)N(Cc3ccccc3)C(=O)[C@H]2[C@H]2CN=C(SC)N21 | -1% | 0.2

Remaining list, next part.
cpd	SMILES	A549 viability	IL2 activator	Nrf2 activator	HepG2 viability	EPAC2 agonist
33	COc1ccc(-c2ccccc2)cc1NC(=O)[C@@H]1O[C@H](CO)[C@H](O)[C@H](O)[C@H]1O	/	0.7	-0.2%	1%	6%
34	C/C(=N\NC(=S)Nc1cccc(C)c1)c1cccc(N)c1	-3%	-0.3	6.0%	5%	-1%
35	Cn1c(=O)oc2cc(S(=O)(=O)N3CCC(N4CCCCC4)CC3)ccc21	10%	-0.5	-0.6%	-4%	5%
36	CCC(CC)C(=O)Oc1c(C(=O)N(C)C)cccc1-c1ccccc1	1%	-0.6	-0.5%	-21%	6%
37	CN(c1ccccc1)S(=O)(=O)c1ccc(C(=O)NCC2CCCO2)cc1 (configuration not stated)	2%	0.4	2.1%	-9%	-1%
38	COc1ccccc1N=Nc1nc(-c2ccccc2)c(-c2ccccc2)[nH]1	?	-2.4	3.7%	-43%	19%
39	COc1cccc(NC(=O)C2(C)CCN2CCc2ccccc2)c1 (configuration not stated)	/	-0.5	-1.1%	-9%	19%
40	CC(C)C(=O)Nc1nc2c(ncn2C2CC(O)C(CO)O2)c(=O)[nH]1 (configuration not stated)	8%	-1.5	0.1%	-5%	20%

cpd	TGFb SMAD3 inh	Nrf2 inh	S2 tox	ATXN2 expr inh
33	-5%	/	i	0%
34	15%	?	i	28%
35	-6%	19%	i	-17%
36	0%	-16%	i	2%
37	0%	17%	i	1%
38	?	18µM*	35µM*	-9%
39	0%	/	?	1%
40	-13%	?	i	-7%

cpd	SMILES	A549 viability	IL2 activator	Nrf2 activator	HepG2 viability	EPAC2 agonist
41	O=C(Cc1c[nH]c2ccccc12)N/N=C/c1ccccc1O	0%	-0.6	-0.1%	-22%	7%
42	CCc1nc2ccccc2n(CCOCCOCCn2c(=O)c(CC)nc3ccccc32)c1=O	-5%	-0.8	0.4%	1%	4%
43	O=C(Nc1ccccc1)N1CCN(c2nc(-c3ccccc3)ns2)CC1	-14%	-0.5	2.5%	2%	8%
44	COc1ccc(C(CNC(=O)c2ccc(-c3ccccc3Cl)o2)N2CCOCC2)cc1 (configuration not stated)	-1%	-0.9	4.7%	0%	3%
45	CC1(C(=O)NS(=O)(=O)C2CC2)CCN(C(=O)c2cccc(Cl)c2)C1 (configuration not stated)	/	0.0	-1.2%	1%	11%

cpd	TGFb SMAD3 inh	Nrf2 inh	S2 tox	ATXN2 expr inh
41	?	13%	?	/
42	12%	/	i	-19%
43	?	23µM*	?	?
44	-2%	-8%	i	-1%
45	2%	/	i	10%
